# Assay outcomes as filed in PubChem BioAssay.
# ROC1-CUL1 inh – inhibitors of human ROC1-CUL1 ubiquitin ligase activity | E3 ubiquitin-protein ligase RBX1 (Homo sapiens) + Cullin-1 (Homo sapiens), P62877+Q13616 | in vitro K48 di-Ub FRET, acceptor:donor ratio, 45 min | inhibition, % at 10 µM | 140,000 tested, 0.6% active; in the data active = inhibition above about 25%
# Target sequence (P62877 whole entry, looked up): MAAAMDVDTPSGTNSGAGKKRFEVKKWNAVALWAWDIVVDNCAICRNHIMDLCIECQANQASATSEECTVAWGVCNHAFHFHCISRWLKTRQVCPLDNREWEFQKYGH
# Target sequence (Q13616 whole entry, looked up): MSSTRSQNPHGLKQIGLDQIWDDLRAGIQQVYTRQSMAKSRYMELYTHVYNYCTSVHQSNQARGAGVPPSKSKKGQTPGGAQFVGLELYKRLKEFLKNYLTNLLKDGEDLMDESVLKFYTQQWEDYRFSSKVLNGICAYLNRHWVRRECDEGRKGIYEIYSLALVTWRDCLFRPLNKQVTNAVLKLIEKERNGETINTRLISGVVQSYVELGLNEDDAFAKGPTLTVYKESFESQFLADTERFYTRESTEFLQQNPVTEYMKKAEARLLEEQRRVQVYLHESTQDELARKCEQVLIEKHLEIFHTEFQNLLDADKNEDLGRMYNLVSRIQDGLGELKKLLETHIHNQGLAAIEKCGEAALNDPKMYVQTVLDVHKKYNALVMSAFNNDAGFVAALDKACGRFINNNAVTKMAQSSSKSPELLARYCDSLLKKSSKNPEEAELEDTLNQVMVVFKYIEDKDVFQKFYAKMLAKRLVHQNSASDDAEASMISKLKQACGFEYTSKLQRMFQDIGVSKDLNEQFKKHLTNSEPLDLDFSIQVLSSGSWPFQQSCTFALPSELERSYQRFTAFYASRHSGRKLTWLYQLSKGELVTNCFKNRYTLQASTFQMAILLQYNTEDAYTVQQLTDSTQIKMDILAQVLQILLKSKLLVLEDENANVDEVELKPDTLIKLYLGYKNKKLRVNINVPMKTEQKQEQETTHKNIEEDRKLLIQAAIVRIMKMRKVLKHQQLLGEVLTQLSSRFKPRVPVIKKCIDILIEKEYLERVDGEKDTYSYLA
# Starred values were filed as active, the others as inactive; & = joins results of further samples. Only part of the results is shown. The share of hits here may be higher or lower than overall.
smiles,ROC1-CUL1 inh
CCOc1ccc(-n2ccnc2SCC(=O)Nc2cc(C)ccc2C)cc1,-7.4
CCn1c(=O)c2c(nc3n(-c4cccc(C)c4)c(C)c(C)n23)n(C)c1=O,3.9
CC(Oc1ccccc1)c1nnc(SCC(=O)c2ccc(Br)cc2)n1C (stereo not given),4.6
O=C1C(Cl)=C(Cl)C(=O)C2C3C=CC(C3)C12 (stereo not given),1.8
OCCN1CCN(C(=S)c2ccc(Cl)cc2)CC1,-4.9
CN1CCN(C(=O)c2ccc(Br)s2)CC1,-3.8
CCC(=O)N1CCCC1C(=O)Nc1cccc(-c2cc3ccccc3[nH]2)c1 (stereo not given),-7.7
COc1ccccc1NC(=O)c1c(-c2ccc(C)cc2)nnc2ccccc12,0.1
COc1cc(Cc2ccccc2)cc2oc(C)cc(=O)c12,8.6
COc1ccc(-c2noc(CSc3nnc(C)n3-c3ccc(C)c(C)c3)n2)c(OC)c1,0.4

# The listing continues:
smiles,ROC1-CUL1 inh
O=C(c1nn2c(C(F)(F)F)cc(-c3ccc(Cl)cc3)nc2c1Cl)N1CCN(c2ccccc2)CC1,-0.5
C=CCSc1nnc2c(n1)OC(c1cc(OC)c(OC)cc1Cl)Nc1ccccc1-2 (stereo not given),10.1
Cc1ccc(CN(Cc2ccco2)C(=O)c2ccccc2Br)o1,-2.4
O=C(c1cccc(C(F)(F)F)c1)C1CCCN(C(=O)c2cn[nH]c2)C1 (stereo not given),-1.6
COc1ccc(C(=O)Nc2nc3c(s2)CCc2cc(OC)ccc2-3)cc1,1.2
COc1ccc(C2CC(=O)CC(=NCCC(C)C)C2)cc1 (stereo not given),-6.8
COc1ccc(NCc2nnc(SCC(=O)Nc3ccc(Br)cc3)o2)cc1,-1.8
O=C1CC(c2ccc(F)cc2F)c2cc3c(cc2N1)OCO3 (stereo not given),-4.2&-2.8
O=C(NCc1ccccc1Cl)c1cc(-c2ccccc2)n[nH]1,-0.7
CCn1nc(C)c(-c2ccnc(N3CCC(O)(c4ccccc4)C3)n2)c1C (stereo not given),3.2

# Remaining list, next part:
smiles,ROC1-CUL1 inh
CCn1ccnc1CN1CCC(CO)(Cc2ccccc2)CC1,3.1
CC(C)Oc1ccc(C2CC(=O)NC3=C2C(=O)CC(C)(C)C3)cc1 (stereo not given),5.8
COC(=O)c1ccc(NC(=O)CSc2ccc(-c3sc(-c4ccccc4)nc3C)nn2)cc1,4.4
Cc1nc2ccccc2c2c1CCS2,6.7
COc1ccc(CC(=NC(=O)c2ccccc2)c2nc3ccccc3[nH]2)cc1OC,-2.0
Cc1n[nH]c(C)c1Sc1ccccc1N=Cc1cccs1,-0.1
CCNC(=O)C1CCN(Cc2ccccc2F)CC1,4.4
Cc1ccc(-c2csc3ncnc(N4CCCC4)c23)cc1,-1.9
O=C(Cn1cnc2c(nc3n2CCCCC3)c1=O)Nc1cccc(C(F)(F)F)c1,-4.7
Cc1c(C(=O)OC(C)C)sc(NC(=O)c2cccnc2Cl)c1C(N)=O,-7.3

# Three of the entries above in order of the ROC1-CUL1 inh value, rising:
smiles,ROC1-CUL1 inh
COc1ccc(CC(=NC(=O)c2ccccc2)c2nc3ccccc3[nH]2)cc1OC,-2.0
Cc1n[nH]c(C)c1Sc1ccccc1N=Cc1cccs1,-0.1
CC(C)Oc1ccc(C2CC(=O)NC3=C2C(=O)CC(C)(C)C3)cc1 (stereo not given),5.8

# More structures.
smiles,ROC1-CUL1 inh
Cc1ccc(F)cc1NS(=O)(=O)c1cccs1,-5.2
COCCNC(=O)CCC1CCN(C(=O)Nc2cc(OC)ccc2OC)CC1,5.0
Fc1ccc(-c2csc(-c3cccnc3)n2)cc1,-0.9
COc1ccc(-n2cc(C(=O)N(CCN(C)C)Cc3ccccc3)c3ccccc3c2=O)cc1,0.8
C/C=C/Cn1c(=O)c2c(nc3[nH]c(C)c(C)n32)n(C)c1=O,2.9
Cc1ccc(NC(=O)C(=O)NCC(c2cccnc2)N2CCOCC2)cc1 (stereo not given),1.5
COc1cc(-c2cc3n(C)c(C)c(CCC(=O)O)c(=O)n3n2)cc(OC)c1OC,3.2
Cc1ccc(C)c(NC(=O)c2ccc(S(=O)(=O)N3CCOCC3)cc2)c1,0.1
Nc1cc(N)nc(Sc2ncnc3ccccc23)n1,0.3
Cc1ccc(CNc2nc(CN3CCc4ccccc4C3)nc3ccccc23)o1,4.2

# New compounds follow:
smiles,ROC1-CUL1 inh
CC(=O)c1cccc(NC(=O)C2CCN(S(=O)(=O)c3ccc4[nH]c(=O)ccc4c3)CC2)c1,-3.2
COc1cc(C2C(C(=O)c3cc4ccccc4o3)C(=O)C(=O)N2c2nc(C)c(C(C)=O)s2)ccc1OCc1ccccc1 (stereo not given),3.3
Cc1cc2c(cc1-c1nc3c([nH]1)c(C)nn3CC(C)C)OCO2,5.9
Cn1nc(C(=O)NCc2cccc(Cl)c2)c2c1-c1ccccc1SC2,-0.2
Nc1c(Br)cnnc1Br,-4.6
O=C(O)CCCCCNc1n[nH]c(=O)[nH]c1=O,-3.4
O=S(=O)(c1ccccc1)c1nc(-c2ccc(Cl)cc2Cl)oc1N1CCCCC1,-3.8&-5.5
Cc1cccc(N2C(=O)C(CC(=O)Nc3ccc(Cl)cc3)N(Cc3ccco3)C2=O)c1 (stereo not given),2.1
CC(C)CC(=O)NCc1nc2cccnc2n1Cc1ccccc1,9.2
COc1cccc(CN2C(=O)N(c3ccc(C)cc3)C(=O)C2CC(=O)Nc2cc(OC)cc(OC)c2)c1 (stereo not given),-14.7

# The list goes on.
smiles,ROC1-CUL1 inh
Cc1oc(-c2cc(F)ccc2F)nc1CN(C)C(C)c1ccon1 (stereo not given),9.4
O=C1C=C(c2ccc(Cl)cc2)C(=O)N1C1CCCCC1,7.3
CCCOc1ccc(Oc2nc(NCC)nc(N(C)C)n2)nn1,3.7
CCn1c(CNC(=O)c2ccc(C)cc2)nnc1SCC(=O)Nc1cccc(SC)c1,1.9
CCCCOc1ccc(C(=O)Nc2ccc3c(c2)CCCN3S(=O)(=O)c2ccc(C)cc2)cc1,-10.4
CCC(C)NC(=O)c1c(-c2c(F)cccc2Cl)noc1C (stereo not given),-9.0
Cc1ccc(C(=O)C2C(=O)C(=O)N(CCOCCO)C2c2cccs2)cc1 (stereo not given),7.3
CSc1c(C#N)c(N)nc2c(N=Nc3ccc(S(N)(=O)=O)cc3)c(N)nn12,84.4*
COc1ccc(S(=O)(=O)N(C)CC(=O)NCc2cccnc2)cc1,-9.2
C=Cc1ccc(C(=O)N2CCOc3ccc(C(O)CCc4ccccc4)cc3C2)cc1 (stereo not given),3.5

# Additional results follow:
smiles,ROC1-CUL1 inh
CCOC(=O)C(NCc1ccc(F)cc1)(NC(=O)c1ccccc1)C(F)(F)F (stereo not given),-2.2
COc1ccc(NC(=O)c2cc3c(=O)n(Cc4ccco4)ccc3nc2C)c(OC)c1,-4.8
Cc1ccc(C=C2C(=O)N(c3ccccc3)C(=O)N(c3ccccc3)C2=O)cc1,-7.2
CCc1ccc(-n2[nH]c(=O)c(C=C3C=Nc4ccccc43)c2O)cc1,9.8
CCSC(=Nc1ccccc1)N=C1SC(=Nc2ccccc2)C(=Nc2ccccc2)N1c1ccc(F)cc1,-6.2
CCC(=O)NC(NC(=S)Nc1sc2c(c1C(N)=O)CCCC2)C(Cl)(Cl)Cl (stereo not given),-8.5
COc1cccc(N2C(=O)C(CC(=O)Nc3ccc(F)cc3)N(CCC3=CCCCC3)C2=O)c1 (stereo not given),-11.1
CCCCN(C(=O)c1cccc(S(=O)(=O)N2CCCCC2)c1)C1CCS(=O)(=O)C1 (stereo not given),6.4
COc1cccc(Nc2nc(-c3ccc(-c4ccccc4)cc3)cs2)c1,6.2
Cc1cccc(-n2c(=O)c3c(c4cc(C)ccc4n3C)n(CC(=O)NCCC3=CCCCC3)c2=O)c1,5.7

# Ordered by count of non-hydrogen atoms (largest number first): some entries from above
smiles,ROC1-CUL1 inh
CCSC(=Nc1ccccc1)N=C1SC(=Nc2ccccc2)C(=Nc2ccccc2)N1c1ccc(F)cc1,-6.2
CCOC(=O)C(NCc1ccc(F)cc1)(NC(=O)c1ccccc1)C(F)(F)F (stereo not given),-2.2
CCc1ccc(-n2[nH]c(=O)c(C=C3C=Nc4ccccc43)c2O)cc1,9.8

# New compounds follow:
smiles,ROC1-CUL1 inh
Cc1nc(N2CCC(C(=O)NC(C)(C)C)CC2)nc2ccccc12,-1.1
COC(=O)C1=C(C)N(C)C(=O)NC1c1cc(I)c(O)c(OC)c1 (stereo not given),9.6
COc1ccccc1C(=O)Nc1cc2c(cc1C(C)=O)OCO2,-10.4
CNC(=O)c1c(NC(=O)/C=C/c2ccccc2)sc2c1CCC2,-10.9
Cc1cc(C)n(Cc2cccc(C(=O)NCCc3cc(=O)[nH]cn3)c2)n1,13.4
CCn1ncc(C)c1NC(=O)Cn1nnc(C2(c3ccccc3)CC2)n1,2.7
Cc1cccc(N(C)S(=O)(=O)c2ccc(C(=O)Nc3cccc(C(=O)O)c3)cc2)c1,13.0
CCOC(=O)NC1Cc2ccccc2Sc2ccc(Cl)cc21 (stereo not given),-0.6
O=c1oc2cc(O)ccc2cc1-c1nnc(Nc2ccccc2F)s1,10.4
COC(=O)c1ccccc1NC(=O)c1ccc2nc(Cc3ccccc3)oc2c1,-10.5

# Shown as a hit in ROC1-CUL1 inh, among the entries above:
smiles,ROC1-CUL1 inh
CSc1c(C#N)c(N)nc2c(N=Nc3ccc(S(N)(=O)=O)cc3)c(N)nn12,84.4*

# Continuation.
smiles,ROC1-CUL1 inh
CCCCc1cc(C(=O)c2ccccc2)c(O)cc1O,-7.1
COc1ccc(-c2nn(C)c3sc(C(=O)N4CCN(c5ccccc5F)CC4)cc23)cc1OC,0.0
Cc1cc(NC(=O)c2ccc(Br)o2)no1,-0.5
COc1cc(NCCCCCN)c2ncccc2c1,26.1*
COc1ccc([C@@H](C)Nc2nncc(-c3ccc(Cl)cc3)n2)cc1,3.8
Cc1ccccc1NS(=O)(=O)c1ccc2[nH]c3c(c2c1)CCCCC3,8.1
Cc1cc(C(F)(F)F)nn1CC(=O)Nc1ccccc1C(F)(F)F,11.0
Cn1c(CN2CCCC(CO)(Cc3ccccc3)C2)nc2ccccc21 (stereo not given),1.7
CC(=O)c1cccc(NC(=O)CCS(=O)(=O)c2cc3c(cc2C)NC(=O)CO3)c1,12.2
COc1ccc(F)cc1S(=O)(=O)NC(C)c1ccccc1 (stereo not given),-4.8

# (next part)
smiles,ROC1-CUL1 inh
COC(=O)C1C(=O)c2ccccc2N=C1SCC(=O)Nc1cccc(C(F)(F)F)c1 (stereo not given),-8.5
CS(=O)(=O)N1CCC(C(N)=O)(N2CCCCC2)CC1,6.5
CN1CCN(S(=O)(=O)c2ccc3c4c(cccc24)C(=O)N3)CC1,3.1
Clc1nsc(SCSc2nc(Cl)ns2)n1,11.0
CC(=O)c1ccc(N2CCN(c3nc(Cl)c(C#N)cc3C#N)CC2)cc1,4.7
CCN(CC)C(=S)NC(=O)c1cc(OC)c(OC)c(OC)c1,-9.8
CCCCN1C(=O)c2cccc3cccc(c23)C1=O,1.5
COc1cc(/C=C2/SC(=S)N(CC(=O)O)C2=O)ccc1OC(=O)c1ccc(C)cc1,93.0*
Cc1ccc(NC(=O)c2nc(S(C)(=O)=O)ncc2N(Cc2ccc(C(C)(C)C)cc2)Cc2ccco2)cc1C,-0.2
Cc1ccc(-n2ncc(C(=O)NCCN3CCN(C)CC3)c2C2CCN(C(=O)OC(C)(C)C)CC2)c(C)c1,-5.5

# Next section:
smiles,ROC1-CUL1 inh
O=C(CC=NNC(=O)c1ccccc1)c1ccc([N+](=O)[O-])cc1,6.4
COc1ccccc1C(=O)Nc1ccc(CN2CCOCC2)cc1,0.8
O=S(=O)(Nc1nc2ccccc2s1)c1ccc(Cl)nc1,-6.3
CCC1CN(C(=O)NCc2ccc(F)cc2)c2ccccc2O1 (stereo not given),4.9
Cc1c(Cl)cccc1NC(=O)Nc1ccc2snnc2c1,1.9
COC(=O)c1c(NC(=S)NC(C)=O)sc2c1CCCC2,-4.0
CCCN1N=C(C)C(C)n2c1nc1c2c(=O)n(C)c(=O)n1C (stereo not given),7.4
Cc1ccc(CNC(=O)CCc2c(C)nc3c4c(C)cc(C)nc4nn3c2C)cc1,-7.8
Cc1ccc(-c2cc(-c3ccccc3)c3c(N)c(C(=O)Nc4ccc(Br)cc4)sc3n2)cc1,5.3
COc1cccc(N2C[C@@H]3C[C@@H](c4cccc5cnccc45)N4CCC[C@@]34C2=O)c1,-1.0

# Other results:
smiles,ROC1-CUL1 inh
CCCCCCOc1cc(CC#N)c(OCCCCCC)cc1Br,-6.3
Clc1ccccc1-c1nnc2n1CCS2,1.5
Cc1cccc(CN2C(=O)N=C(Cc3cn(C(C)C)c4ccccc34)C2=O)c1,-1.6
Cc1nc(SCC(=O)Nc2ccc3c(c2)OCCO3)c2c3c(sc2n1)CCCC3,42.1*
CCc1ccc(NC(=O)C(Cc2ccccc2)NS(=O)(=O)c2ccc3c(c2)c(=O)n(C)c(=O)n3C)cc1 (stereo not given),-4.7
C=CCn1c(COc2ccccc2)nnc1SC(C)C(=O)N/N=C/c1cc(Cl)ccc1O (stereo not given),0.4
O=C1N=C2CCCCCC2C(=O)N1CCCn1ccnc1 (stereo not given),10.5
Cc1ccc(OCc2n[nH]c(=S)o2)c(-c2ccno2)c1,8.8
CCOC(=O)c1c(C)[nH]c(C)c1S(=O)(=O)NCC(=O)Nc1ccc(CC)cc1,-0.5
CCCS(=O)(=O)N1CCCC1C(=O)Nc1ccccc1-c1ccc(OC)cc1 (stereo not given),-1.4

# More structures follow:
smiles,ROC1-CUL1 inh
C=CCN(CC=C)C(=O)C1CCCN(C2CCN(Cc3ccccc3)CC2)C1 (stereo not given),6.1
Cc1nc(NC(=O)NCc2ccc(C(F)(F)F)nc2)nn1C(C)C,8.4
CCCCC(=O)OC1=CN(Cc2ccccc2)S(=O)(=O)c2ccccc21,-0.3
Cc1ccc(C)c(NC(=O)C2CCN(c3cc(C)nc4c(-c5ccc(Cl)cc5)c(C)nn34)CC2)c1,5.4
CC1Cc2c(ccc3c(-c4ccccc4)cc(=O)oc23)O1 (stereo not given),3.4
